AID2073: inhibitors of Mint1-CaV2.2 protein interaction, biochemical, HTRF (AID 2073); HTRF protein-protein interaction, Mint1-CaV2.2; higher % means a stronger effect; inhibition, % at 20 µM, or IC50 in µM where a hit was titrated; 290,000 compounds, 0.19% hits; in the data active means inhibition mostly above about 51%, no sharp cut-off; inconclusive means no clear call, values can overlap the other calls; inactive means mostly below about 53%; further: some results filed as inactive read as strong as hits
NTR1 agonist: agonists of NTR1, primary screen, imaging, U2OS cells, beta-arrestin-GFP, high content (AID 493036); activation, % at 20 µM; 330,000 compounds, 0.17% hits; NTR1-U2OS beta-arrestin-GFP spot imaging, agonist mode;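 active means activation at or above 40% of the spot to cytoplasm intensity ratio, with at least 20 cells analyzed; inconclusive means wells under 20 cells, flagged as cytotoxic or low count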;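 further: 0% = DMSO without peptide and 100% = 100 nM NTR1 peptide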
Target sequence (P30989 whole entry, looked up): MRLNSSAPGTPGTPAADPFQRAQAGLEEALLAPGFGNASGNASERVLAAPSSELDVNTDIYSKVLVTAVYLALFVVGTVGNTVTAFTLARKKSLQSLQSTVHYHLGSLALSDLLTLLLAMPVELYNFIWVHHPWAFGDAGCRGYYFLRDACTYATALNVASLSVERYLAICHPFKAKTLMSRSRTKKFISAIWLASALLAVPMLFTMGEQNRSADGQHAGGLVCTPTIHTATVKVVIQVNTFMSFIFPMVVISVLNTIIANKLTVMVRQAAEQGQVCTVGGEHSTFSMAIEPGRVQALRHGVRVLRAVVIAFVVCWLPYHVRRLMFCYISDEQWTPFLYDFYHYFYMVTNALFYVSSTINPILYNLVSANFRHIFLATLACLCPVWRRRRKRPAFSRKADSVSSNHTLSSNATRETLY
GPR55 LPI antagonism: GPR55 antagonists blocking LPI-driven arrestin recruitment, primary screen, imaging, U2OS, beta-arrestin-GFP, LPI agonist (AID 2013) | U2OS GPR55 beta-arrestin-GFP translocation imaging, LPI antagonism; higher % means a stronger effect | inhibition, % at 10 µM; hits with a dose series show IC50 in µM | 290,000 compounds, 0.13% hits;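 active means spots per cell inhibited over 60%, with over 100 cells counted and total cytoplasm intensity under 500,000; inconclusive means wells with under 100 cells, flagged as likely toxic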;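 further: U2OS cells stably carrying GPR55 and arrestin-GFP stimulated by 5 µM LPI near EC80; imaged beta-arrestin-GFP aggregate spots per cell after agonist stimulation; plate controls were LPI-stimulated DMSO wells for no effect and DMSO wells without LPI for full effect; some results filed as inactive read as strong as hits; confirmed hits need IC50 under 10 µM and bright autofluorescent wells are also inconclusive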
MgcRacGAP inhibition: MgcRacGAP GTPase-activating activity inhibitors, confirmation, biochemical, ADP Hunter fluorescence. one-dose inhibition, % at 30 µM; IC50 in µM for titrated hits. 340,000 compounds, 0.6% hits. MgcRacGAP-stimulated Rac1 GTP hydrolysis, ADP Hunter fluorescence; higher % means a stronger effect; GST-tagged Rac1 F28L mutant substrate;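 active means first-screen hits whose inhibition reached a set limit at any dose in the follow-up dose series; inconclusive means inhibition above the set first-screen limit but never retested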;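 further: fluorescence reports GDP produced by GAP-driven GTP hydrolysis; strong numbers were not always called active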
Dengue-2 NS5 capping: flavivirus cap methylation enzyme inhibition – biochemical, confirmation dose response, primary screen (AID 588689); one-dose inhibition, % at 25 µM; IC50 in µM for titrated hits; Dengue-2 NS5 methyltransferase capping enzyme assay, biochemical; higher % means a stronger effect; 340,000 compounds, 0.3% hits; in the data active means a potency from the dose series; inconclusive means inhibition above about 29% without an active follow-up result
SV40 large T antigen: SV40 large T antigen inhibitors, biochemical (AID 1903); SV40 large T antigen ATPase/helicase inhibition assay; higher % means a stronger effect; inhibition, % at 20 µM, or IC50 in µM where a hit was titrated; 310,000 compounds, 0.39% hits; in the data active means a potency from the dose series; inconclusive means inhibition mostly from about 32% at the one dose, without a potency; inactive means the rest, 99 in 100 with inhibition below about 32%; further: strong numbers were not always called active
GPR55 activation: GPR55 agonists via beta-arrestin recruitment, primary screen, imaging, U2OS cells, beta-arrestin-GFP redistribution (AID 1961); 290,000 compounds, 0.048% hits; U2OS GPR55 beta-arrestin-GFP redistribution imaging; higher % means a stronger effect; activation, % at 10 µM; hits with a dose series show EC50 in µM;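 active means activation above 40% with more than 50 cells counted in the well; inconclusive means wells holding fewer than 50 cells, flagged as toxic or sparse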;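 further: U2OS osteosarcoma cells stably expressing GPR55 and beta-arrestin-GFP; plate controls were DMSO negative control for no effect and LPI positive control for full effect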
Yfh1-depleted yeast: enhancers of respiration in Yfh1-depleted yeast, dose response, Friedreich's ataxia, plus single-dose screen (AID 1465) | S. cerevisiae Yfh1-off respiration, WST-1 reduction, 72 h; higher fold induction means a stronger effect | one-dose fold induction at 50 µM; EC50 in µM for titrated hits | 220,000 compounds, 0.074% hits;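 active means fold induction of absorbance versus untreated yeast above a set limit, then at least 30% activation at any dose in follow-up; inconclusive means repeats straddling the limit, or above it without dose testing; inactive means fold induction below the set limit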;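 further: activators that raise dye reduction in frataxin-depleted yeast; strong numbers were not always called active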
GPR35 arrestin U2OS: GPR35 antagonists blocking zaprinast-driven arrestin recruitment, primary screen, imaging, U2OS, beta-arrestin-GFP, zaprinast agonist (AID 2058). 290,000 compounds, 0.052% hits. inhibition, % at 10 µM; hits with a dose series show IC50 in µM. U2OS GPR35 beta-arrestin-GFP translocation imaging, zaprinast antagonism; higher % means a stronger effect;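 active means inhibition of at least 50% with at least 30 cells and total cytoplasm GFP at most 10,000,000; inconclusive means under 30 cells or total GFP of 10,000,000 plus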
NTR1 agonist cell count 20 µM: also measured in NTR1 agonist; calls as there; cell count; measured here: cell count, cytotoxicity flag
Dengue-2 NS5 capping pilot replicate: second read-out of Dengue-2 NS5 capping, no call of its own (marks repeat the call); inhibition, %; measured here: pilot screen replicate inhibition
* = called active by the depositor; i = inactive; ? = inconclusive; . = no result given.

SMILES | AID2073 | NTR1 agonist | NTR1 agonist cell count 20 µM | GPR55 LPI antagonism | MgcRacGAP inhibition | Dengue-2 NS5 capping | SV40 large T antigen | GPR55 activation | Yfh1-depleted yeast | GPR35 arrestin U2OS | others
CCOCCCNC(=O)CC1Oc2ccc(C)cc2NC1=O (stereo not drawn) | 15.4% | -0.2 | 73 | 9.0% | 2.7% | 96.3% | 2.5% | -0.1% | i | -9.6%
CCN1CCN(C(=O)CN(C)S(=O)(=O)c2ccc(OC)c(C)c2)CC1 | -5.3% | 0.2 | 64 | 5.1% | -4.2% | -11.2% | 9.1% | -0.1% | i | -7.2%
CCN(CC)S(=O)(=O)c1ccc(N2CCOCC2)c(NC(=O)COc2ccccc2C#N)c1 | 12.8% | 1.4 | 40 | -13.6% | -8.6% | 21.5% | 1.5% | 0.4% | i | 1.3%
CC(=O)c1c(C)[nH]c(C(=O)OC2CCCCC2=O)c1C (stereo not drawn) | 3.9% | 0.1 | 59 | -0.5% | 3.1% | -4.4% | 6.3% | 0.6% | i | 22.6%
Cn1cccc1-c1cc(C(=O)N/N=C/c2ccccc2Cl)[nH]n1 | -3.4% | -1.3 | 69 | -1.1% | 6.5% | -8.8% | 9.7% | -0.1% | . | 4.1%
COc1ccc(-c2csc(NC(=O)CC(NC(C)=O)c3ccccc3)n2)cc1OC (stereo not drawn) | -9.4% | -0.1 | 54 | 13.5% | 6.4% | -6.5% | 13.2% | 0.0% | . | 0.9%
CCN(c1ccccc1)S(=O)(=O)c1ccc(N)cc1 | -5.3% | 1.6 | 44 | 4.8% | 0.3% | -3.7% | -0.8% | -0.1% | i | -8.1%
O=C(Cc1ccccc1)Nc1ccc(NC(=O)c2cccs2)cc1Cl | 21.1% | -1.1 | 74 | 2.7% | -4.7% | -9.1% | 4.1% | -0.1% | i | 21.8%
O=C(Nc1ccc(F)cc1)Nc1ccccc1NS(=O)(=O)c1cccs1 | 0.3% | -0.1 | 91 | 5.2% | 12.4% | -3.6% | 1.5% | -0.2% | i | -1.1%
O=C(N/N=C/c1ccc(OC(=O)c2ccccc2Cl)cc1)c1ccccn1 | 4.0% | -0.9 | 50 | 1.0% | 10.0% | -0.6% | 8.2% | 0.2% | . | 5.8%
CCC(CC)C(=O)Nc1nnc(S(=O)(=O)N2CCCc3ccccc32)s1 | -4.6% | 1.7 | 44 | 8.8% | 5.6% | -4.1% | . | 0.2% | . | -5.5%
COc1cc(S(=O)(=O)N2CCN(C(=O)c3ccco3)CC2)c(OC)cc1C | 6.9% | -0.6 | 61 | 4.7% | 6.8% | 3.5% | 8.5% | -0.2% | . | -10.5%
COc1ccc(O)c(-c2[nH]ncc2C(=O)c2ccccc2C)c1 | 12.7% | 0.9 | 50 | 12.1% | -1.2% | -3.2% | 11.1% | -0.2% | i | 4.2%
O=C(CCC1CCCN(C2C3CC4CC(C3)CC2C4)C1)NCc1ccc(F)c(F)c1 (stereo not drawn) | 12.4% | 0.7 | 66 | 5.4% | 1.6% | 0.7% | 0.2% | -0.2% | i | -13.1%
NC(N)=NC(N)=Nc1cccc(Cl)c1 | 6.1% | -0.7 | 62 | 10.6% | 9.9% | ? | 13.4% | -0.1% | i | 3.1%
COC(CNC(=O)c1ccc(N2CCCC2=O)cc1)OC | 2.7% | -3.0 | 80 | 6.4% | 3.4% | -2.2% | -0.7% | -0.2% | i | 9.1%
O=C(CCC(=O)N(CC(=O)NC1CCCC1)Cc1cccs1)Nc1nccs1 | -9.5% | 2.1 | 50 | 16.4% | 5.2% | -1.5% | . | 0.5% | i | 9.4%
Cn1c(Cc2ccccc2)nnc1SCC(=O)Nc1ccccc1N1CCOCC1 | 8.0% | -0.9 | 85 | 14.7% | -3.6% | -7.8% | 14.3% | 1.4% | i | -1.3%
O=C(NCCc1c[nH]c2ccccc12)C1Cc2ccccc2CN1C(=O)c1ccco1 (stereo not drawn) | 12.5% | -0.1 | 94 | 2.7% | 10.6% | -2.3% | 8.8% | 0.2% | i | -3.2%
Cc1ccccc1OCC(=O)NN1C(=O)C2C3C=CC(O3)C2C1=O (stereo not drawn) | 5.3% | -0.2 | 41 | -2.5% | -0.1% | 2.5% | 29.5% | -0.2% | i | -24.8%
Cc1cc2nc(C)c(=O)n(C)c2cc1C | 8.5% | -0.6 | 65 | -3.7% | 4.3% | -0.7% | 3.8% | 0.8% | i | 16.3%
COC(=O)c1ccc(NC(=O)c2ccccc2N(C)S(=O)(=O)c2ccccc2)cc1 | -2.5% | 1.2 | 49 | 8.8% | 14.4% | . | 21.5% | 0.1% | . | -7.2%
CC(C)CCC(CC(C)O)c1n[nH]c(=S)n1-c1ccccc1 (stereo not drawn) | -14.8% | -0.1 | 34 | 4.7% | 5.0% | -5.1% | 4.6% | -0.1% | i | 3.6%
COc1ccc(-n2c(COc3cccc(C)c3)nnc2SCC(=O)O)cc1 | 0.6% | 1.5 | 53 | -3.6% | 8.3% | -1.4% | 10.3% | 1.0% | . | 0.7%
Cc1cccc(NC(=O)COc2ccccc2)c1 | 2.4% | -1.0 | 64 | 10.9% | 3.2% | -4.1% | 4.7% | 0.3% | i | 3.3%
CC(=O)N1C(=O)N(C)C2C1N(C)C(=O)N2C(C)=O (stereo not drawn) | ? | -1.4 | 50 | 0.1% | . | . | 12.7% | 0.3% | i | -7.3%
Cc1[nH]c(=O)c(C#N)c2c1CSC(C)(C)C2 | 37.5% | -0.5 | 46 | -4.9% | 4.8% | 1.6% | 9.3% | -0.1% | i | 22.8%
COc1ccccc1NC(=O)c1ccc(NC(=O)CN2CCCC2)cc1 | 4.2% | -0.8 | 50 | 9.2% | 5.5% | -2.3% | 6.7% | 0.1% | i | -8.0%
O=C(COc1cccc(NC(=O)c2cccc([N+](=O)[O-])c2)c1)c1ccc(F)cc1 | 18.8% | 1.3 | 36 | 3.4% | 13.8% | -3.8% | 3.3% | 0.5% | i | -8.4%
Cc1cc(-c2nn(-c3ccccc3)cc2/C=C2\SC(N)=NC2=O)ccc1OC(C)C | 0.1% | 8.5 | 69 | 1.1% | 3.4% | 0.7% | 14.3% | -0.1% | i | 18.6%
COc1ccc(-c2nc(CSCC(=O)NCCC3=CCCCC3)c(C)o2)cc1OC | -1.9% | 2.0 | 76 | -2.4% | 4.8% | -1.5% | 8.3% | -0.1% | i | 10.4%
Cc1c(Cl)cccc1N1CC(C(=O)Nc2nccs2)CC1=O (stereo not drawn) | -7.4% | 0.8 | 47 | 4.7% | 6.8% | -4.3% | 10.0% | -0.1% | i | -1.3%
CCOc1ccc(NC(=O)c2c(N)n(C)c(=O)[nH]c2=O)cc1 | . | 0.6 | 63 | . | 3.7% | 0.8% | 2.6% | . | i | .
COc1ccc(-c2cc(C#N)nc(N3CCN(C)CC3)n2)cc1 | 1.1% | -0.1 | 94 | 8.4% | 17.8% | -3.6% | 5.0% | -0.2% | i | 16.5%
CCOc1ccc(S(=O)(=O)NCCCN2CCOCC2)cc1 | 3.2% | -1.2 | 68 | 5.9% | 2.6% | -4.1% | 2.9% | -0.2% | i | 3.9%
Cc1ccc(C)c(NC(=S)N2CCN(c3cccc(C(F)(F)F)c3)CC2)c1 | -6.3% | 1.4 | 90 | 16.0% | 6.9% | -3.8% | 7.5% | 0.3% | i | 16.6% | Dengue-2 NS5 capping pilot replicate=1.8
Cc1c(Cc2c(Cl)cccc2Cl)c(=O)ccn1C(C)c1ccccc1 (stereo not drawn) | -1.7% | . | . | 24.1% | 11.9% | -6.5% | 6.0% | 0.0% | i | -2.6%
c1ccc(NCc2ccncc2)cc1 | 7.0% | 1.8 | 59 | 12.6% | 8.6% | -4.6% | 3.2% | -0.1% | . | -9.0% | Dengue-2 NS5 capping pilot replicate=-3.4
CCOC(=O)C1=C(O)/C(=C\c2cccs2)N=C1C | 2.3% | -2.2 | 58 | 23.0% | 11.3% | -1.3% | 10.2% | -0.4% | i | -1.8%
O=C(NNS(=O)(=O)c1ccc(F)cc1)C1CCN(Cc2cccc(F)c2)CC1 | 14.7% | 1.0 | 56 | -5.8% | 0.6% | -7.4% | 0.3% | 0.0% | i | -11.7%
O=C(COC(=O)c1ccncc1)Nc1cccc(Cl)c1 | 12.6% | -0.8 | 58 | -1.0% | 8.6% | -11.8% | 7.8% | -0.2% | i | 9.3%
COc1ccc(CNC(=O)CC(NC(N)=O)c2ccccc2Cl)cc1OC (stereo not drawn) | 15.6% | -1.2 | 55 | 0.2% | 3.6% | 6.8% | 3.4% | 0.0% | . | 6.8%
O=[N+]([O-])c1ccc(-c2cnc[nH]2)cc1 | -6.6% | -0.5 | 37 | 3.1% | . | . | 6.3% | -0.1% | i | -2.3%
CCC(=O)Nc1ncc2c(n1)CC(c1ccco1)CC2=O (stereo not drawn) | 48.0% | -1.0 | 46 | -1.1% | 7.4% | 0.0% | 10.9% | 0.8% | i | 11.1%
CCn1c2ccccc2n2c(=O)c(=O)n(CC(=O)Nc3ccc(C(C)C)cc3)nc12 | -8.2% | 2.4 | 63 | 5.1% | -3.6% | 0.7% | 8.3% | -0.1% | i | 17.3%
O=C(CSc1nnc(-c2ccncc2)n1Cc1ccco1)Nc1ccccc1F | -4.7% | -0.3 | 46 | 10.8% | 8.3% | -2.3% | 7.8% | -0.1% | i | 2.3%
O=C(COc1ccccc1)NCCn1ccc2ccccc21 | 6.7% | -1.1 | 41 | 13.5% | -5.5% | -2.1% | 2.8% | -0.3% | i | -0.2%
COc1ccc(NC(=O)COC(=O)C2C3CC4OC(=O)C2C4C3)cc1 (stereo not drawn) | 5.6% | 0.2 | 48 | 8.1% | 6.1% | -15.0% | 8.3% | -0.1% | . | 11.1%
CC1(C)Cc2nc3sc4c(SCC(=O)O)ncnc4c3cc2CO1 | -11.2% | -0.1 | 72 | -5.7% | 13.2% | 3.5% | 6.7% | -0.2% | i | -0.5%
